# Screens as filed in PubChem.
# S1P4 agonist: S1P4 receptor agonists, primary screen, cell-based; S1P4-expressing cell line, agonist reporter assay; activation, % at 4.98 µM; Sphingosine 1-phosphate receptor 4 (Homo sapiens), O95977; 0.35% of 220,000 active; AID 1509, 2009; in the data active = activation above about 11%;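 also: 0% = DMSO vehicle and 100% = reference agonist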
# NPY2 pot ag: NPY-Y2 potentiators or agonists, primary screen, cell-based. 0.45% of 220,000 active. cells expressing NPY-Y2, potentiator/agonist read-out. activation, % at 3.6 µM; in the data active = activation above about 27%;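 also: cells stimulated with NPY near EC25 plus isoproterenol at EC100; 0% = vehicle plus submaximal agonist and 100% = vehicle plus saturating agonist; some results beyond the cut were filed as inactive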
# Target sequence (P49146 whole entry, looked up): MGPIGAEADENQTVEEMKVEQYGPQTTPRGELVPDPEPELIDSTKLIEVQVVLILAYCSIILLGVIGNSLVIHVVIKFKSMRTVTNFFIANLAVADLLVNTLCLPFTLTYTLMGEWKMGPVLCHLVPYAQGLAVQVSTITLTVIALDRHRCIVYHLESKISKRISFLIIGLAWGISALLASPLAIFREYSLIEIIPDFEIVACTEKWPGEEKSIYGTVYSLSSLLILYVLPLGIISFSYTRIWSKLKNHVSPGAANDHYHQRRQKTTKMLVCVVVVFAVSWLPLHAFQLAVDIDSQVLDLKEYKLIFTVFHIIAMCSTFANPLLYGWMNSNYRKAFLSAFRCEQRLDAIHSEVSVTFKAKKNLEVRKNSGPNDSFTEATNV
# NCF1 inh: p47phox/p22phox peptide binding inhibitors, primary screen, biochemical, uHTS, NADPH oxidase regulatory subunit; inhibition, % at 24.7 µM; 0.53% of 220,000 active; fluorescence polarization, 2 h;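 active = inhibition above about 30%, limit read from the data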;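 also: 0% = p47phox with labelled peptide and 100% = labelled peptide alone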
# Target sequence (P14598 whole entry, looked up): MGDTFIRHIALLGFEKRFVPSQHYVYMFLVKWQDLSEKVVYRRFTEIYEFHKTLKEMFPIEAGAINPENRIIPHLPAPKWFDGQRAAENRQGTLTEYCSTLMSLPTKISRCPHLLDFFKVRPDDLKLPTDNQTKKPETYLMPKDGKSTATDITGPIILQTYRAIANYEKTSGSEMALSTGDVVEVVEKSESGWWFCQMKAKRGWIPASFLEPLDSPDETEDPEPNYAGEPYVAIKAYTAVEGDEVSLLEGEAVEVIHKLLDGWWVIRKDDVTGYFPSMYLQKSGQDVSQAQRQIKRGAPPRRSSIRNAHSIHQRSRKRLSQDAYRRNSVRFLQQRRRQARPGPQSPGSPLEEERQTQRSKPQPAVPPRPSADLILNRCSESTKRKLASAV
# Ba/F3 V617F tox: reduced viability of JAK2V617F-dependent Ba/F3 cells, primary screen, JAK2V617F inhibitor project, cell-based, Ba/F3 EpoR-JAK2V617F, luminescence; ATP luminescence; inhibition, % at 5.6 µM; 1.1% of 220,000 active; AID 1446, 2008;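 active = inhibition above the campaign mean plus 3 SD over all tested compounds, cut at about 24% in these data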;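 also: cytokine-independent growth of Ba/F3 cells driven by EpoR plus mutant JAK2; 0% = DMSO-treated cells and 100% = JAK inhibitor I control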
# CHOP inhibitor: inhibitors of CHOP promoter induction, primary screen, cell-based, unfolded protein response, luciferase reporter | 3.8% of 220,000 active | inhibition, % at 10 µM | CHO-K1 CHOP-promoter luciferase, tunicamycin-induced, 15-18 h | AID 2732, 2010;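 active = compounds that reduced the stress-induced luciferase reporter signal by more than about 70% of percent inhibition, limit read from the data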;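 also: 0% = tunicamycin plus vehicle and 100% = wells without tunicamycin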
# BaF3 tox: parental Ba/F3 cell viability inhibition, counter-screen for JAK2V617F inhibitor project, murine pro-B, CellTiter-Glo luminescence; AID 1486, 2009; 1.1% of 220,000 active; CellTiter-Glo ATP luminescence; inhibition, % at 5.6 µM;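 active = inhibition above a per-campaign cutoff, the mean inhibition of all tested compounds plus 3 SD, cut at about 27% in these data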;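 also: 0% = DMSO wells and 100% = JAK Inhibitor I control wells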
# S1P4 antagonist: S1P4 receptor antagonists, primary screen, cell-based. Sphingosine 1-phosphate receptor 4 (Homo sapiens), O95977. inhibition, % at 4.98 µM. 0.26% of 220,000 active. S1P4-expressing cells, antagonist mode, reporter read-out; in the data active = inhibition above about 29%;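 also: 0% = wells stimulated with agonist and 100% = vehicle wells without agonist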
# NPY Y1 blocker: NPY-Y1 receptor antagonists, primary screen, cell-based. inhibition, % at 3.6 µM. 1% of 200,000 active. Neuropeptide Y receptor type 1 (Homo sapiens), P25929. HEK293-CNG Y1 cells, membrane potential fluorescence; NPY at EC95, then isoproterenol;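 active = inhibition above the campaign mean inhibition of all tested compounds plus 3 SD, cut at about 20% in these data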;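 also: 0% = DMSO wells given NPY plus isoproterenol and 100% = isoproterenol alone without NPY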
#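 Assay system: HEK293 cells with Y1 receptor plus CNG channel | Probe or stimulus: NPY (25 nM), isoproterenol (1 µM), Ro 20-1724 (25 µM) | Timing: Compound incubation 1 h at room temperature, readout 45 min post-stimulation | Measured by: Membrane-potential fluorescent dye readout | Benchmarks: High control isoproterenol alone, low control NPY with isoproterenol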
# NPY-Y1 PAM-ag: NPY-Y1 receptor potentiators or agonists, primary screen, cell-based. NPY-Y1 expressing cells, potentiator/agonist activation. activation, % at 3.6 µM. 0.37% of 220,000 active. Neuropeptide Y receptor type 1 (Homo sapiens), P25929; in the data active = activation above about 33%, passing the limit was not always enough;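 also: cells stimulated with NPY at EC10 then isoproterenol at EC100; 0% = low agonist plus stimulus and 100% = saturating agonist plus stimulus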
# Numbers without * were called inactive; x = not tested or not shown; & = joins results of further samples.
SMILES,S1P4 agonist,NPY2 pot ag,NCF1 inh,Ba/F3 V617F tox,CHOP inhibitor,BaF3 tox,S1P4 antagonist,NPY Y1 blocker,NPY-Y1 PAM-ag
COc1ccc(C(c2sc3nc(C)nn3c2O)N2CCc3ccccc3C2)cc1 (stereo not given),-0.4,-13.8,12.2,-4.1,24.7,0.8,-9.9,2.0,-13.5
CCOC(=O)c1ccc(NC(=O)CN(c2ccc(C)cc2)S(=O)(=O)c2c(C)nn(C)c2C)cc1,-0.5,16.1,-5.9,-3.4,62.1,-0.7,2.2,-3.7,-4.3
O=C(N/N=C/c1ccc(Cl)cc1)C1CC12CCC2 (stereo not given),0.2,5.2,-0.2,-3.5,14.8,-3.2,5.8,-7.3,12.4
Cn1c(=N)n(CC(O)c2cccc3ccccc23)c2ccccc21 (stereo not given),-0.8,-7.0,-4.2,41.3*,x,-6.7,-1.8,33.8*,-69.5
NNc1nc2ccccc2nc1C(F)(F)F,-1.0,-1.3,2.4,3.6,-10.7,1.9,-28.0,3.6,-2.9
CC(=O)Nc1ccc2nc(NC(=O)c3cccs3)sc2c1,0.1,9.3,-17.0,1.8,-11.7,-2.0,-8.9,x,14.4
CC1CC(C)(C)NC(=S)N1CC(=O)NCc1ccc(F)cc1 (stereo not given),-0.9,-12.5,0.1,-0.9,10.9,-1.1,-2.5,-2.2,-12.1
O=C(COc1ccc([N+](=O)[O-])cc1)Nc1ccc2c(c1)OCO2,-0.2,0.1,-6.7,3.1,0.6,9.9,11.5,5.8,2.1
COc1cccc(C(C(=O)NC(C)(C)C)N(C(=O)CCC(=O)Nc2cc(C)on2)C2CC2)c1OC (stereo not given),0.9,12.1,-0.8,1.1,47.7,0.4,7.5,-0.6,4.0
O=C(Nc1nc(-c2ccc(F)c(F)c2)cs1)c1ccc(OCC2CCCO2)cc1 (stereo not given),-0.3,12.6,-2.9,-1.8,22.8,6.2,-4.8,-6.2,-10.3
Cc1cccc(Nc2nnc(SCc3cn4ccsc4n3)s2)c1,-1.2,-14.6,-12.2,1.1,19.8,0.3,9.7,6.3,3.5
Nc1c(N2CCCC2)c2ccccc2oc1=O,-0.8,4.5,-9.3,1.2,12.4,7.6,-18.5,-2.1,-0.3
O=C(c1ccccc1F)N1CCN(c2ccc([N+](=O)[O-])cc2-n2cccc2)CC1,-0.5,-6.6,-0.5,1.0,26.9,1.2,4.6,x,-12.1
Cc1ccc(CSc2nnc(CCCCCNC(=O)OC(C)(C)C)o2)cc1,1.1,2.8,-13.5,-1.0,-18.3,-0.1,-7.9,x,7.7
Cc1cc(N2CCCC2=O)ccc1S(=O)(=O)N1CCOCC1,-0.8,4.5,-1.3,2.5,5.3,7.8,-13.5,-1.8,5.5
CCOC(=O)Nc1sc(NS(=O)(=O)c2ccccc2)nc1C,0.8,10.2,-17.0,0.6,1.0,5.5,1.9,3.2,-6.8
COc1ccc2oc(=O)c(C(=O)N3CCN(c4ccccc4)CC3)cc2c1,0.2,-8.0,-7.8,-0.9,3.1,1.6,-12.9,7.4,-38.0
COc1ccc(Cn2c(=O)c3c(nc(NCCO)n3C)n(C)c2=O)cc1,0.9,-1.6,-12.2,-0.7,21.9,5.5,-2.5,2.4,-1.7
NC(=O)N/N=C/c1cc(Br)ccc1OC(=O)c1ccccc1,-0.8,3.0,-12.6,1.4,18.5,5.8,-2.4,-4.6,22.3
CCOP(=O)(OCC)C(NC(=O)Nc1ccc(Cl)cc1)C(N)=O (stereo not given),-0.5,7.7,-2.2,-0.2,-10.9,6.2,-15.7,0.3,12.6
CCN(Cc1ccccc1)C(=O)COC(=O)Cn1cnc2ccccc21,-0.1,3.3,4.3,3.0,0.0,5.3,-13.7,-5.6,0.6
Cc1ccc(NC(=O)CSCC(=O)N2c3ccccc3CCc3ccccc32)cc1,0.0,3.8,-4.3,1.2,56.5,3.4,4.4,-0.3,8.3
CC1(C)NC(=O)N(CC(=O)OCC(=O)Nc2cc(S(=O)(=O)N3CCCCCC3)ccc2Cl)C1=O,1.1,2.6,-11.8,-0.3,20.1,2.5,3.8,4.6,3.2
O=C(CCCO)CCCCCCCCC[C@H]1N[C@H](CO)[C@@H](O)[C@@H]1O,0.7,1.9,-13.7,1.7,-4.4,8.4,25.7,0.1,3.1
COc1ccc(OCCn2c(C)c(/C=N/n3cnnc3)c3ccccc32)cc1,-1.2,-5.7,0.7,5.2,35.7,2.7,-5.6,3.9,-5.2
COc1ccccc1Oc1ccc(S(=O)(=O)NCc2ccccn2)cc1,2.9,-0.3,-0.6,-1.8,26.9,5.0,-37.2,0.8,4.0
O=C(CSc1nc(O)cc(=O)n1C1CCCC1)Nc1cccc(Cl)c1Cl,-0.7,-1.6,-15.8,1.9,-6.9,4.4,1.2,13.8,-31.3
Cc1nnc(NC(=O)CSc2nnc(C)n2Cc2ccccc2)s1,2.4,-5.2,13.0,4.5,-11.4,5.3,-14.4,0.5,-15.7
CS(=O)(=O)N1CCN(C(=O)c2ccncc2)CC1,-0.5,14.8,-3.0,-0.6,12.3,3.1,-25.3,-7.9,-15.6
Cc1cc(C)cc(OC(=O)C23CCC(C)(C(=O)O2)C3(C)C)c1 (stereo not given),-4.7,1.0,1.1,-3.4,6.0,-2.4,-2.0,3.3,4.1
O=[N+]([O-])c1ncn(Cc2c(Cl)cccc2Cl)n1,0.9,-0.5,-14.3,-0.4,11.1,2.8,9.5,-0.9,3.2
O=C(COc1ccc2ccccc2c1)NCCNC(=O)COc1ccc2ccccc2c1,-0.5,2.5,-22.2,-1.2,41.3,5.5,3.0,5.6,-2.2
Cc1c(CCOC(=O)C23CC4CC(CC(C)(C4)C2)C3)sc[n+]1CC(=O)c1ccccc1,0.8,1.4,-10.1,-1.5,10.1,7.6,7.2,9.0,1.4
CC(C)c1ccc(C2NC(C(=O)O)CS2)cc1 (stereo not given),-5.5,-0.4,-7.3,-4.6,3.0,-0.3,-5.8,-2.9,-3.5
Cc1oc(-c2cccs2)nc1CS(=O)CC(=O)NCCCOC(C)C (stereo not given),0.3,-15.0,-1.6,5.4,1.6,7.9,3.6,-1.9,-24.4
CCCC(=O)NNC(=O)c1ccoc1C,2.2,1.0,-2.2,3.7,-0.1,9.3,-24.3,0.2,-11.1
O=C(COC(=O)CNC(=O)c1ccco1)Nc1ccccc1OC(F)F,0.6,-8.2,2.9,-0.8,33.9,1.5,-8.1,-1.5,4.7
CN(CCn1ccnc1)Cc1cn(Cc2ccccc2)nc1-c1ccc2c(c1)OCO2,-0.4,-21.9,-4.7,-1.0,13.8,-1.9,-1.5,x,0.5
COc1cc(C)c(Cl)cc1S(=O)(=O)NCc1ccncc1,1.2,14.3,-5.5,6.7,x,13.5,-28.1,-6.5,-37.0
CCC(CC)C(=O)NCc1ccc2c(c1)cc(C)n2C,-0.4,-6.8,-3.5,-3.7,-11.5,3.8,-6.4,3.7,15.4
CS(=O)(=O)N1CCN(c2ccc(NC(=O)c3ccc(-c4ccc(Cl)cc4)o3)cc2)CC1,-1.5,0.7,-9.3,-2.8,75.2*,3.0,10.8,-2.0,18.9
CC(=O)Nc1nnc(SCC(=O)N2CCN(Cc3ccccc3)CC2)s1,1.3,-16.3,-15.4,-2.6,18.5,0.6,-1.6,1.7,-14.0
CCOC(=O)C1=C(C)OC(N)=C(C#N)C1c1ccc(OC)c(C)c1OC (stereo not given),0.5,12.1,-10.5,3.0,3.4,2.9,10.3,6.5,-0.3
O=C(Nc1ccc2[nH]c(=O)[nH]c2c1)c1ccc(Cl)c(Cl)c1,2.0,9.7,-4.8,2.8,-3.0,1.5,-23.2,0.7,5.2
Cc1cccc(OCc2nnc(SCC(=O)OC3CCCCC3)o2)c1,-1.9,3.2,-5.7,-2.0,24.7,4.4,-1.8,4.1,-1.0
CCC(=O)OCCn1c(=O)c2ccccc2c2ccccc2c1=O,0.4,12.1,-1.7,0.1,18.8,4.4,-16.4,-0.8,2.3
COC(=O)C1C(=O)CC(C)(O)C(C(=O)OC)C1c1ccccc1F (stereo not given),-0.8,8.7,-15.5,-4.8,-4.1,0.6,-3.1,0.8,-8.6
COc1ccc(C(C)(C)C)cc1NC(=O)Nc1ccc2c(c1)OCO2,-2.2,30.7,-8.4,1.4,42.3,5.3,0.6,0.7,23.0

# A second format for some results above:
# Sequence of screens: S1P4 agonist | NPY2 pot ag | NCF1 inh | Ba/F3 V617F tox | CHOP inhibitor | BaF3 tox | S1P4 antagonist | NPY Y1 blocker | NPY-Y1 PAM-ag
- Cc1cccc(OCc2nnc(SCC(=O)OC3CCCCC3)o2)c1
    -1.9 | 3.2 | -5.7 | -2.0 | 24.7 | 4.4 | -1.8 | 4.1 | -1.0
- CCOC(=O)C1=C(C)OC(N)=C(C#N)C1c1ccc(OC)c(C)c1OC (stereo not given)
    0.5 | 12.1 | -10.5 | 3.0 | 3.4 | 2.9 | 10.3 | 6.5 | -0.3

# New compounds follow:
SMILES,S1P4 agonist,NPY2 pot ag,NCF1 inh,Ba/F3 V617F tox,CHOP inhibitor,BaF3 tox,S1P4 antagonist,NPY Y1 blocker,NPY-Y1 PAM-ag
Cc1cc2c(c(=O)n1CC1CCCO1)C(c1ccc3c(c1)OCO3)C(C#N)=C(N)O2 (stereo not given),-1.8,13.5,-6.5,-3.0,-13.7,0.9,-5.1,1.4,12.9
CCC(=O)c1cn(CC(=O)NCc2cccnc2)c2ccccc12,1.9,2.4,-5.6,-3.9,13.3,-0.3,2.2,-4.9,-21.4
CCSc1ncc(Cl)c(C(=O)Nc2sc3c(c2C(=O)NCc2cccnc2)CCCC3)n1,-1.4,-5.2,6.9,0.9,-8.2,5.8,-11.5,-1.1,-40.9
CCOC(=O)C1(Cc2ccccc2)CCCN(CCCn2cccn2)C1 (stereo not given),2.4,-16.6,-11.0,-3.1,5.7,0.0,-9.3,5.8,-7.3
Cc1noc(C)c1CS(=O)(=O)Cc1ccc(Cl)cc1,-2.3,-4.2,-3.4,-0.9,-5.1,1.4,7.9,0.9,-6.1
CN(C(=O)c1cccc(C#N)c1)c1nnc(-c2cnccn2)s1,2.3,-5.7,-3.2,-1.7,-15.2,1.8,7.3,2.6,6.0
CCOc1ccccc1OCCCOc1ccc(C)cc1Br,0.1,-9.3,-15.9,3.7,58.9,5.9,-15.5,5.7,-11.9
CCOc1ccc(NC(=O)N2CC=C(n3c(=O)[nH]c4ccccc43)CC2)cc1,0.1,-6.3,-7.9,-1.1,-2.0,0.4,10.7,-0.1,-7.2
Cc1ccc(NC(=O)CC2S/C(=N/N=C/c3c[nH]c4ccccc34)NC2=O)cc1 (stereo not given),-1.4,11.7,6.7,-1.8,-19.6,5.3,-2.6,5.2,-1.4
O/N=C/c1ccccc1OCc1ccc(Cl)cc1,-1.8,-0.9,-10.3,-0.9,76.5*,4.3,0.2,-2.2,15.2
O=C(Nc1ccncc1)C1CCN(S(=O)(=O)c2cccs2)CC1,0.6,1.2,-10.3,2.3,10.5,5.7,-4.9,1.0,-1.2
Nc1c(Cl)ncnc1NCCO,-1.6&4.8,4.2&12.4,-8.5&-8.0,-4.3&0.5,-11.6&-20.9,3.5&6.6,-1.7&-6.2,3.7,6.2&14.0
O=C(CNC(=O)c1ccc2c(c1)OCCO2)N/N=C/c1ccco1,2.1,-3.0,-11.2,-3.6,5.2,0.8,2.0,x,25.4
